Bioassay records: PubChem, Sanford-Burnham Center for Chemical Genomics
SENP8 block-1 – blocks the human protease SENP8; purified SENP8, Z-RLRGG-aminoluciferin cleavage, luminescence; inhibition, % at 10 µM; 330,000 tested, 1.2% active; AID 2540; in the data active = inhibition above about 50%
Target sequence (Q96LD8 whole entry, looked up): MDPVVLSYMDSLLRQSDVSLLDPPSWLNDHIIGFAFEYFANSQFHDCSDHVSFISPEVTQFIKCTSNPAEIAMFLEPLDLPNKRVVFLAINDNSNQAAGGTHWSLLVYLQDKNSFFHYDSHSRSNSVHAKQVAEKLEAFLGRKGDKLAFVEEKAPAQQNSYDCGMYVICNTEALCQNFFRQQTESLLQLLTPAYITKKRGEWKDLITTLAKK
SENP1 inh – blocks the human SENP1 SUMO protease catalytic domain; recombinant SENP1 catalytic domain, CyPet-SUMO1-YPet FRET cleavage; inhibition, % at 10 µM; 360,000 tested, 0.21% active; AID 624204;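 active = inhibition at least 30% at 10 µM, raw YFP signal under a set limit, fluorescence ratio 0.5 to 1.5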;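 note: 0% = enzyme with DMSO and 100% = no enzyme wells; some results filed as inactive read as strong as hits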
Target sequence (Q9P0U3 419-644 limits assumed): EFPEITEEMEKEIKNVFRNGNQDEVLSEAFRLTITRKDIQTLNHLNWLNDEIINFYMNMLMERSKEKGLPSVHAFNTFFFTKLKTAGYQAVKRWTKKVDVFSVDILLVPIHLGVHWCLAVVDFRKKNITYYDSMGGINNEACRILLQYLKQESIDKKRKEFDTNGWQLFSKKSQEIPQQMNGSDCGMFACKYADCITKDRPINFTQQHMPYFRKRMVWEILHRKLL
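Controls: no-enzyme wells low, DMSO-plus-enzyme wells high control. Test system: human recombinant His6-tagged SENP1 catalytic domain enzyme. Reagent: SFCypet-SUMO1-SFYpet FRET protein substrate, 25 nM final. Doses: one dose per compound, 10 µM, 0.5% DMSO. Detection: FRET, CFP and YFP emission. Timing: 50 min reaction at room temperature.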
NALP3 yeast inh – blocks the NALP3 inflammasome reconstituted in yeast. inhibition, % at 10 µM. Yeast reconstituted NLRP3/ASC/caspase-1, beta-gal luminescence, 24 h. 330,000 tested, 0.39% active;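 active = inhibition of 50% or more; inactive = inhibition below 50%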;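 note: plate controls were induced DMSO wells for no effect and uninduced yeast grown without galactose for full effect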
SENP8 block-2 – SENP8 (human) protease inhibition | Q96LD8 | recombinant SENP8, Nedd8 substrate fluorescence | inhibition, % at 20 µM | 360,000 tested, 0.64% active | AID 602440; in the data active = inhibition mostly above about 40%, no sharp cut-off; inactive = mostly below about 27%
PfG6PD inh – PfG6PD (Plasmodium falciparum) enzyme inhibition. 350,000 tested, 0.78% active. inhibition, % at 20 µM. PfGluPho enzyme, NADPH resazurin-diaphorase fluorescence;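 active = inhibition reaching at least a set limit at 20 µM in the primary screen, cut at about 59% in these data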;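 note: 0% = DMSO wells with substrate and 100% = DMSO wells lacking glucose-6-phosphate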
SENP7 inh – inhibitors of human SENP7 protease. 330,000 tested, 1.5% active. recombinant SENP7, Z-RLRGG-aminoluciferin luminescence, 40 min. inhibition, % at 5 µM. Q9BQF6;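 active = inhibition above about 50% at the single test dose, limit read from the data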;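 note: plate controls were DMSO with enzyme for no effect and no enzyme buffer wells for full effect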
SENP6 inh – inhibitors of human SENP6 protease. Q9GZR1. Recombinant SENP6 catalytic domain, aminoluciferin luminescence. inhibition, % at 10 µM. 330,000 tested, 1.8% active. AID 2599;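 active = inhibition above about 50% at the single tested dose, limit read from the data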;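 note: plate controls were DMSO wells with enzyme for no effect and DMSO wells lacking enzyme for full effect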
Target sequence (Q9GZR1 628-1112 limits assumed): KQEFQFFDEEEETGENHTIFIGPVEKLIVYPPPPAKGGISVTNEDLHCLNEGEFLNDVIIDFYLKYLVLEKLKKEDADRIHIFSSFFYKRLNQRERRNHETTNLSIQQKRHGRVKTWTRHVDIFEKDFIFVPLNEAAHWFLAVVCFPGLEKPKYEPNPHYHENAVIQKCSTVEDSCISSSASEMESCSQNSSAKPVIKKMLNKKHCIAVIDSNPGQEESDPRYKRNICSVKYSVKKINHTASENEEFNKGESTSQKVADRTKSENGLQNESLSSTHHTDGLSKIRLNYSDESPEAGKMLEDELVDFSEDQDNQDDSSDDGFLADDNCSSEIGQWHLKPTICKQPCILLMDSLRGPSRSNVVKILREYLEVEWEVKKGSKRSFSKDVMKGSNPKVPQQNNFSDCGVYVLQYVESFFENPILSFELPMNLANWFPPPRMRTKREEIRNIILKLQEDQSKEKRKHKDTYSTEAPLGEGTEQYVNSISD
Apaf1 inhib – blocks human Apaf-1 apoptosome activity; inhibition, % at 20 µM; O14727; 330,000 tested, 0.71% active; reconstituted apoptosome caspase-3 activity, DEVD-Rh110 fluorescence; active = inhibition of at least 40% at 20 µM;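 note: plate controls were DMSO wells for no effect and DEVD-CHO caspase inhibitor wells for full effect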
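detection = Rh110 fluorescence intensity | test system = biochemical Apaf-1 apoptosome reconstitution | also added = cytochrome c and DEVD-Rh110 substrate | schedule = 30 min plus 50 min, RT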
HKDC1 inhibitor – HKDC1 (human) hexokinase inhibition | Q2TB90 | recombinant HKDC1, G6PDH/diaphorase resazurin coupled fluorescence | inhibition, % at 20 µM | 340,000 tested, 0.16% active;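 active = inhibition above about 35% when tested at 20 µM, limit read from the data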;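 note: plate controls were DMSO wells with enzyme for no effect and DMSO wells lacking enzyme for full effect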
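Test system: recombinant HKDC1 (HK5) hexokinase enzyme, produced in-house; Amount: enzyme 5 µg/mL final; Buffer or medium: Tris pH 8.0 buffer with MgCl2, Tween-20, BSA, BME; Reagent: glucose and ATP substrates; Doses: 20 µM test compound, 1% DMSO; Incubation: 90 min reaction incubation at room temperature, dark; Detection: resorufin fluorescence at 613 nm.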
* hit, by the source's call; . = no result given.

(1) O=C(COC(=O)c1ccc(S(=O)(=O)N2CCc3ccccc3C2)cc1)NC1CCS(=O)(=O)C1 (stereo not drawn)
(2) C=CCn1c(COC)nnc1SCC(=O)c1ccc(F)cc1
(3) COc1cc(C2c3sc(=O)[nH]c3SC3C4CCC(C4)C23)ccc1O (stereo not drawn)
(4) CN(C)c1ccc(/C=C(\C#N)C(=O)OCC(=O)N(C)C2CCS(=O)(=O)C2)cc1 (stereo not drawn)
(5) O=C(CCc1ccccc1)NNC(=O)c1ccncc1
(6) CC(=O)c1ccc(NC(=O)C(C)OC(=O)COc2ccc(C#N)cc2)cc1 (stereo not drawn)
(7) COc1cc(C2c3c(n[nH]c3C)C(=O)N2c2ccc(C)cc2)ccc1O (stereo not drawn)
(8) COCc1nnc(NC(=O)CCc2ccccc2)s1

Screen / compound no.,1,2,3,4,5,6,7,8
SENP8 block-1,-4,8,9,-1,10,-8,-5,0
SENP1 inh,2,1,-2,-19,3,5,3,1
NALP3 yeast inh,11,-1,-34,19,19,-13,5,-3
SENP8 block-2,12,4,12,-45,11,11,14,0
PfG6PD inh,-2,34,7,-3,-1,6,7,-2
SENP7 inh,5,-2,-7,10,-7,-1,2,8
SENP6 inh,-7,8,1,-3,2,-36,-3,-3
Apaf1 inhib,-3,-20,-3,10,-7,0,2,1
HKDC1 inhibitor,8,-10,0,1,-2,-4,0,-3

Five structures already listed, sorted by number of heavy atoms, descending:
(4) CN(C)c1ccc(/C=C(\C#N)C(=O)OCC(=O)N(C)C2CCS(=O)(=O)C2)cc1 (stereo not drawn)
(6) CC(=O)c1ccc(NC(=O)C(C)OC(=O)COc2ccc(C#N)cc2)cc1 (stereo not drawn)
(3) COc1cc(C2c3sc(=O)[nH]c3SC3C4CCC(C4)C23)ccc1O (stereo not drawn)
(5) O=C(CCc1ccccc1)NNC(=O)c1ccncc1
(8) COCc1nnc(NC(=O)CCc2ccccc2)s1

Screen / compound no.,4,6,3,5,8
SENP8 block-1,-1,-8,9,10,0
SENP1 inh,-19,5,-2,3,1
NALP3 yeast inh,19,-13,-34,19,-3
SENP8 block-2,-45,11,12,11,0
PfG6PD inh,-3,6,7,-1,-2
SENP7 inh,10,-1,-7,-7,8
SENP6 inh,-3,-36,1,2,-3
Apaf1 inhib,10,0,-3,-7,1
HKDC1 inhibitor,1,-4,0,-2,-3

(listing goes on)
(9) CC(=O)Nc1ccc(S(=O)(=O)NCCS(=O)(=O)N2CCN(c3ccccc3F)CC2)cc1
(10) CNC(=O)CSCc1c(Cl)cccc1Cl
(11) C/C=C/c1ccccc1OCc1ccc(C(=O)OC)o1
(12) CCOc1ccc(NC(=O)CN(C)CC(=O)Nc2ccccc2SC)cc1OCC
(13) Cc1ccc(C)c(NC(=O)CSc2c(C)n[nH]c2C)c1
(14) Cc1cc(C(=O)NCC2COc3ccccc3O2)c2ccccc2n1 (stereo not drawn)
(15) COc1cc(C(=O)N2CCNCC2)cc(OC)c1OC
(16) COc1ccc(/C=N/NC(=O)CN(CCc2ccccc2)S(=O)(=O)c2ccc(NC(C)=O)cc2)cc1OC

Screen / compound no.,9,10,11,12,13,14,15,16
SENP8 block-1,1,-2,-8,0,-6,-4,-6,5
SENP1 inh,1,0,1,-1,2,-2,1,1
NALP3 yeast inh,30,11,18,12,-16,-7,15,3
SENP8 block-2,9,-1,9,13,-4,0,11,11
PfG6PD inh,10,0,-10,-9,5,16,-5,-6
SENP7 inh,-3,-6,5,3,-9,-4,-12,-2
SENP6 inh,11,-9,-15,-2,-18,-8,-13,9
Apaf1 inhib,-2,-22,8,-8,-7,-19,-5,5
HKDC1 inhibitor,-6,-7,-2,1,-4,-4,-4,0

(17) CCOC(=O)N1CCN(C(=O)COc2ccc(Br)cc2Cl)CC1
(18) CC(C)(Cc1ccc(O)cc1)NC(=O)CC(=O)N=Nc1c(O)[nH]c2ccc(Br)cc12
(19) O=C(NNC(=O)c1cncc(Br)c1)c1ccncc1
(20) Cc1cc(C)nc(N/N=C/c2sccc2C)n1
(21) COc1ccc(CCNC(=O)CCCn2c(SCC(N)=O)nc3cc4c(cc3c2=O)OCO4)cc1OC
(22) COCCn1c(SCC(=O)Nc2cc(C(C)(C)C)nn2-c2ccccc2)nc2ccccc2c1=O
(23) CCOC(=O)c1ccccc1NC(=O)c1ccc(F)cc1
(24) COc1ccc(C2C(C(=O)NCCCN3CCOCC3)c3ccccc3C(=O)N2c2ccc(OC)cc2)cc1 (stereo not drawn)

Screen / compound no.,17,18,19,20,21,22,23,24
SENP8 block-1,-15,7,-6,5,-1,-2,3,-8
SENP1 inh,2,-1,3,0,.,2,1,0
NALP3 yeast inh,18,10,13,6,4,-3,15,-1
SENP8 block-2,8,24,5,2,.,0,0,16
PfG6PD inh,-5,-11,-14,5,.,0,-8,18
SENP7 inh,-8,6,11,5,1,7,3,-6
SENP6 inh,0,-10,-2,-15,7,4,-16,6
Apaf1 inhib,0,10,-4,-18,-6,7,-5,-2
HKDC1 inhibitor,-14,2,4,4,.,-2,3,0

(25) CCCCCCn1c(N2CCC(C(N)=O)CC2)nc2c1c(=O)n(C)c(=O)n2C
(26) O=C(CCN1C(=O)C2CCCCC2C1=O)N1CCN(S(=O)(=O)c2c(F)cccc2F)CC1 (stereo not drawn)
(27) CCOC(=O)c1ccc(CNC(=O)CSc2nnnn2-c2ccc(Cl)cc2)o1
(28) COc1ccc(C(=O)Nc2ccc(S(=O)(=O)Nc3cc(C)nc(C)n3)cc2)cc1
(29) COc1ccc(CN=C(C)c2c(C(F)(F)F)[nH]n(-c3nc4ccccc4s3)c2=O)cc1
(30) C#CCOCCOCCOCCNc1nc(N2CCN(C(=O)CCCCCCCCCCNC(=O)Cn3cc(C[C@@H](C)O)nn3)CC2)nc(N2CCN(C(=O)CCCCCCCCCCNC(=O)[C@@H]([C@H](C)O)n3cc(C)nn3)CC2)n1
(31) N#Cc1ccc(C(=O)OCCc2cc3ccccc3c(=O)o2)cc1
(32) S=C(NCCCN1CCOCC1)Nc1ccc(Cl)cc1

Screen / compound no.,25,26,27,28,29,30,31,32
SENP8 block-1,-12,-3,-3,-4,50,-2,1,3
SENP1 inh,1,0,-2,-1,0,3,2,-1
NALP3 yeast inh,7,9,8,17,6,9,44,2
SENP8 block-2,17,24,12,-7,8,17,10,8
PfG6PD inh,7,-7,5,6,-12,-10,5,4
SENP7 inh,-8,2,-4,2,91*,2,-5,5
SENP6 inh,3,-10,-20,-11,85*,-2,-10,-10
Apaf1 inhib,21,2,15,1,12,27,0,8
HKDC1 inhibitor,2,-4,-4,5,-1,2,1,1

(33) CCOCCCNC(=S)N(Cc1ccco1)Cc1cc2cc3c(cc2[nH]c1=O)OCCO3
(34) N#Cc1ccccc1S(=O)(=O)N1CCN(CC(=O)Nc2ccccc2C(=O)NC2CC2)CC1
(35) COc1cc2[nH]c(=O)n(CCC(=O)NC3CCN(Cc4ccccc4)CC3)c(=O)c2cc1OC
(36) Cc1ccc(SCC(=O)c2cc(C)c(OC(=S)N(C)C)c(C)c2)cc1
(37) CCCNS(=O)(=O)c1ccc(CCC(=O)N2CCOCC2)cc1
(38) O=C1C2C3C=CC(C3)C2C(=O)N1CCN1CCN(Cc2ccc([N+](=O)[O-])cc2)CC1 (stereo not drawn)
(39) CC(C)/C=C1\CCc2c([nH]c3ccccc23)C1=O
(40) CCn1c(=O)n(CC)c2cc([N+](=O)[O-])ccc21

Screen / compound no.,33,34,35,36,37,38,39,40
SENP8 block-1,-7,-4,-3,1,-5,5,-6,6
SENP1 inh,-1,-3,2,-2,2,3,-4,1
NALP3 yeast inh,13,14,-4,-8,8,14,39,7
SENP8 block-2,-401,-20,-124,11,13,22,-152,19
PfG6PD inh,8,-3,-14,19,-15,-3,5,-16
SENP7 inh,-9,5,-10,7,-8,0,-4,5
SENP6 inh,-7,11,-10,-6,-11,-2,-33,-6
Apaf1 inhib,14,-11,-3,6,10,-9,1,13
HKDC1 inhibitor,-7,-2,3,3,3,-9,4,-4

(41) Cc1nc2sc(C(c3ccco3)N3CC(C)OC(C)C3)c(O)n2n1 (stereo not drawn)
(42) O=C(O)c1cccc(S(=O)(=O)N(Cc2ccccc2)c2ccccc2)c1
(43) COc1ccc(OCCC(=O)c2ccc(OC)cc2)cc1
(44) COc1ccc(-c2noc(CCC(=O)NCCc3ccccc3)n2)cc1OC
(45) CCOC(=O)N/N=C(\C)c1ccc(C)c([N+](=O)[O-])c1
(46) CC(C(=O)NC(C)(C)C)N(C(=O)CS(=O)CC(=O)Nc1ccc(F)cc1)C1CCCC1 (stereo not drawn)
(47) O=C(C1CCN(S(=O)(=O)N2CCC3(CC2)OCCO3)CC1)N1CCC(Cc2ccccc2)CC1
(48) CC1(C)C2CCC(C2)C1C/C=N/NC(N)=S (stereo not drawn)

Screen / compound no.,41,42,43,44,45,46,47,48
SENP8 block-1,-7,3,1,3,-1,4,-8,9
SENP1 inh,0,2,2,-1,1,-2,3,2
NALP3 yeast inh,-5,19,23,23,16,19,6,-27
SENP8 block-2,-5,1,30,2,12,1,11,10
PfG6PD inh,1,-32,0,2,0,-3,-5,5
SENP7 inh,-2,0,0,11,10,-11,11,6
SENP6 inh,-11,14,-6,10,-5,15,-3,-4
Apaf1 inhib,-1,0,-20,13,0,-1,-17,-16
HKDC1 inhibitor,-1,8,2,1,-18,2,-7,0

Ordered by the number under PfG6PD inh (low to high): 3 from the list above
cpd	SMILES	SENP8 block-1	SENP1 inh	NALP3 yeast inh	PfG6PD inh	SENP7 inh	SENP6 inh	HKDC1 inhibitor
1	O=C(COC(=O)c1ccc(S(=O)(=O)N2CCc3ccccc3C2)cc1)NC1CCS(=O)(=O)C1 (stereo not drawn)	-4	2	11	-2	5	-7	8
10	CNC(=O)CSCc1c(Cl)cccc1Cl	-2	0	11	0	-6	-9	-7
31	N#Cc1ccc(C(=O)OCCc2cc3ccccc3c(=O)o2)cc1	1	2	44	5	-5	-10	1

The list goes on.
(49) C=C(C)COc1ccc2c3c(c(=O)oc2c1OCC(=C)C)CCC3
(50) COc1ccc(-c2cc(C(=O)N3CCCCC3)c3ccccc3n2)cc1OC
(51) COCCC(=O)N1CCC(Oc2ccc(C(=O)N3C[C@H]4CC[C@H]3C4)cc2)CC1
(52) CCCS(=O)(=O)N1CCCC(C(=O)N2CCOCC2)C1 (stereo not drawn)
(53) O=C1N(CN2CCN(c3cccc(Cl)c3)CC2)c2ccccc2C12OCCCO2
(54) C/C(=N\NC(=O)c1ccccc1)c1c(C)[nH]n(-c2ccccc2)c1=O
(55) O=CN1CCc2scc[n+]2-c2ccccc21

Screen / compound no.,49,50,51,52,53,54,55
SENP8 block-1,7,-14,1,2,0,1,-10
SENP1 inh,-27,-1,1,1,0,-98,-4
NALP3 yeast inh,25,4,-5,1,15,16,3
SENP8 block-2,-74,-426,2,14,0,-216,0
PfG6PD inh,19,-5,7,-9,-1,-42,23
SENP7 inh,-2,-12,-1,2,-2,1,-3
SENP6 inh,2,0,-4,5,-18,10,-1
Apaf1 inhib,10,1,4,-8,-9,-8,-5
HKDC1 inhibitor,4,4,-3,-8,10,5,-11
